H9c2 protect: modulators protecting cardiomyocytes from myocardial damage; H9c2 cardiomyocytes, H2O2 injury protection, ATPLite, 2 h; protection from H2O2 cell death, % at 20 µM; actives 0.63% (n = 360,000); AID 588492;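 active means compounds giving at least 50% protection of heart cells from peroxide-induced death in the single-dose screen, raw or plate-pattern-corrected value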;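 further: 0% = DMSO wells with peroxide and 100% = DMSO wells without peroxide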
ABCB6 inh MLPCN: human ABCB6 transporter inhibition | K562-ABCB6 porphyrin accumulation, flow cytometry, 1 h; stronger effect = lower value | fluorescence ratio to DMSO, % at 10 µM | actives 0.19% (n = 360,000) | AID 602162;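 active means fluorescence ratio to DMSO below 75%, the collection mean minus 3 SD; inconclusive means too few cells collected in the well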;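 further: signal is porphyrin accumulated inside mitochondria; 100% equals median channel fluorescence of DMSO control wells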
MC4R antag cAMP: antagonists of human melanocortin 4 receptor (MC4R); P32245; MC4R-expressing cells, MTII-stimulated cAMP, LANCE TR-FRET; inhibition, % at 6.5 µM; actives 0.48% (n = 360,000);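 active means inhibition above its plate's cutoff, the mean of tested wells on that plate plus 3 SD, cut at about 29% in these data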;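 further: 0% = Melanotan II alone and 100% = Melanotan II plus saturating MCL0020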
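Assay system: U2OS cells stably expressing human melanocortin 4 receptor (MC4R) / Dosing: 6.5 µM / Timing: compound 30 min, challenge 1 h, detection 1 h / Measured by: Eu-cAMP/anti-cAMP TR-FRET, emission 671 nm / Replicates: singlicate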
ABHD5-PLIN5 inh: blocks binding of human ABHD5 to perilipin-5 | Q00G26+Q8WTS1 | Split G. princeps luciferase complementation, luminescence, 4 h | inhibition, % at 4 µM | actives 0.78% (n = 360,000) | AID 602281;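 active means inhibition above the mean inhibition across every tested compound plus 3 SD, cut at about 22% in these data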;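 further: 0% = DMSO only wells and the 100% control is not disclosed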
Target sequence (Q00G26 whole entry, looked up): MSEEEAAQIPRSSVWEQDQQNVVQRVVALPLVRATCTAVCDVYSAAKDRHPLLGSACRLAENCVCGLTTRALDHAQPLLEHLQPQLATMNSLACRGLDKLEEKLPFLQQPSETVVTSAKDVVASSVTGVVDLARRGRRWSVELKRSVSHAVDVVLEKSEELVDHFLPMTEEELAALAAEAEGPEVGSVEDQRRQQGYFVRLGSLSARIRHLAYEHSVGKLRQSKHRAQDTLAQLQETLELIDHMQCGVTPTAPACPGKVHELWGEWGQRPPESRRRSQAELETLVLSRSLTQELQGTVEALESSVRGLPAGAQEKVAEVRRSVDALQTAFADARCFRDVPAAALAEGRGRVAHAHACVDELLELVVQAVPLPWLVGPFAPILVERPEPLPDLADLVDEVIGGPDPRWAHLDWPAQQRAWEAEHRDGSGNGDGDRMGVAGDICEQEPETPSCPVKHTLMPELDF
Target sequence (Q8WTS1 whole entry, looked up): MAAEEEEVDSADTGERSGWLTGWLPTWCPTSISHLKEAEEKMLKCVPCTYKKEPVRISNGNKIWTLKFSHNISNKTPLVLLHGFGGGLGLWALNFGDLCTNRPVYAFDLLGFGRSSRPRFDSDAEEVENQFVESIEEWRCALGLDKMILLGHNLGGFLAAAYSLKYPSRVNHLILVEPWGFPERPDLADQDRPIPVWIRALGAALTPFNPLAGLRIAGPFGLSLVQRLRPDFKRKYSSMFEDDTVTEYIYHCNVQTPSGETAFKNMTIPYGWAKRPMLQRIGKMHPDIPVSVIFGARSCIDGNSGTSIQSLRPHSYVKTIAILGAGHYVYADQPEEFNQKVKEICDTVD
Glyco luc inh: N-linked glycosylation inhibition | D54 ERlucT glycosylation luciferase reporter, 24 h; percent of 100 nM tunicamycin response | reporter increase, % at 12.5 µM | actives 0.23% (n = 360,000) | AID 588692;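 active means mean luciferase reporter signal, scaled so untreated is 0 and the glycosylation-blocking control 100, at or above a set limit in every replicate; inconclusive means mean reaches the limit but not every replicate does; inactive means mean below the limit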;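 further: luciferase carries N-glycosylation sites so blocking glycosylation raises the light; 0% = median of neutral control wells and 100% = median of 100 nM tunicamycin wells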
iPSC survival up: increases survival of single human iPS cells | hiPSC single-cell survival, ATPlite luminescence; 100% = ROCK inhibitor wells, 0% = DMSO | actives 0.044% (n = 360,000) | AID 602274 | survival enhancement, % at 20 µM; in the data active means survival enhancement above about 18%;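 further: cells exposed to compounds for 16 hours before the ATP read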
Exocytosis inh: blocks lytic granule exocytosis; actives 0.66% (n = 360,000); AID 651702; inhibition, % at 10 µM; TALL-104 LAMP-1 surface exposure, flow cytometry; cells stimulated with thapsigargin and PMA;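 active means inhibition above about 55%, limit read from the data; inconclusive means no clear call, values can overlap the other calls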
HTR2A ag: activates the mouse 5-HT2A serotonin receptor; CHO-K1 mHTR2A beta-arrestin complementation, luminescence; percent of 30 µM serotonin response; activation, % at 7.6 µM; actives 0.66% (n = 360,000); AID 624169;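 active means activation above a run cutoff, the mean activation of all tested compounds plus 3 SD, cut at about 14% in these data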;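 further: 0% = plate median of compound wells and 100% = 30 µM serotonin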
aDG glyco up: increases alpha dystroglycan glycosylation. Pro5-aDG cells, alpha-DG glycosylation AlphaScreen (IIH6); 0% Pro5, 100% B10-LARGE cell signal. activation, % at 10 µM. actives 0.22% (n = 360,000). AID 624168;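 active means activation of at least 8% versus controls, or a plate z-score of at least 8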;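 further: Pro5 are CHO cells carrying HIG-tagged alpha-DG that lacks glycosylation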
MC4R ag barr: human MC4R agonism via beta-arrestin; P32245; U2OS MC4R beta-arrestin complementation, luminescence; percent of melanotan II response, DMSO zero; activation, % at 8.9 µM; actives 0.98% (n = 360,000);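 active means activation above a per-plate cutoff, the mean activation of sample wells on that plate plus 3 SD, cut at about 8% in these data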
The depositor's hits bear a star; ? = inconclusive; nt = not tested or not shown.

SMILES	H9c2 protect	ABCB6 inh MLPCN	MC4R antag cAMP	ABHD5-PLIN5 inh	Glyco luc inh	iPSC survival up	Exocytosis inh	HTR2A ag	aDG glyco up	MC4R ag barr
COc1ccc(S(=O)(=O)N(Cc2ccco2)Cc2cc3ccccc3[nH]c2=O)cc1	-1	94	9	-8	-3	-0.2	-1	-3	0.0	-3.7
CN(C)c1ccc(P(=O)(OCc2ccccc2)C(O)c2ccc(Cl)cc2)cc1 (stereo not drawn)	-3	99	10	3	0	0.0	49	0	0.2	-0.9
CCN([C@H](CO)C(C)C)S(=O)(=O)c1ccccc1Br	2	107	-2	1	1	0.6	-4	-1	0.0	-0.7
CCC(C)N(C(=O)CSc1ncnc2sccc12)C1CCS(=O)(=O)C1 (stereo not drawn)	3	98	0	1	0	-2.2	-13	-1	0.1	-1.2
COc1nc(Cl)cn(-c2ccc(C)cc2)c1=O	-6	97	0	0	-2	-0.2	-4	0	-0.2	-1.0
COc1cc(/C=N/N=C(\N)c2nonc2N)ccc1O	-4	99	1	2	1	-2.5	0	-4	0.0	-3.5
Cc1onc(-c2ccccc2Cl)c1C(=O)N1CCN(c2ccc(F)cc2)CC1	-10	97	15	0	3	-0.5	29	5	-0.1	-1.6
Cc1ccccc1C(=O)Nc1ccnn1C1CCN(CCCc2ccccc2)CC1	4	99	22	-1	1	0.1	-18	4	0.0	-3.5
O=C(Cn1cccc1)N1CCN(C(c2ccccc2)c2ccccc2)CC1	4	105	3	-5	0	-1.4	1	-6	-0.1	-1.6
CC1Oc2ccccc2N(CC(=O)NCCCN2CCOCC2)C1=O (stereo not drawn)	4	100	1	-12	1	0.1	-9	-6	0.0	-0.9
Cc1cc(C)n(C(=O)CNC(=O)c2ccc(Cl)cc2Cl)n1	-8	94	9	-6	0	-0.1	-14	5	-0.1	-2.3
Cc1cc(C(=O)CSc2nc(N)cc(N)n2)c(C)n1CCc1ccc(F)cc1	-14	86	2	-6	-1	-3.0	-4	-9	0.5	-0.7
CC(=O)Nc1ccc(NC(=O)c2cccc(S(=O)(=O)N(C)C3CCCCC3)c2)cc1	3	100	12	-7	-4	0.4	-3	-4	0.0	-2.0
COc1ccc(NS(=O)(=O)c2ccc3nc(COc4cccc5ccccc45)[nH]c3c2)cc1	-14	92	16	-8	-2	-1.0	7	-2	0.5	-2.2
CCCn1c(SCC(=O)Nc2ccccc2Cl)nc(O)cc1=O	2	?	-4	-4	1	-0.4	1	9	-0.1	-1.5
CC(=O)c1cccc(NC(=O)CCCOc2ccc(C)cc2)c1	-2	96	1	-5	3	0.1	-6	6	0.0	-0.6
O=C(O)CCSc1nnc(-c2ccc3c(c2)OCO3)o1	-15	97	14	-1	0	4.1	5	2	-0.2	0.0
O=C(Nc1ccc2c(c1)OCCO2)C1CCN(S(=O)(=O)Cc2ccccc2)CC1	1	148	7	-7	-1	-1.3	8	-1	0.1	-0.2
O=C(OCCN1C(=O)c2ccccc2C1=O)c1cccc(OC(F)F)c1	-3	98	-8	-1	1	2.2	4	-5	0.4	1.0
CCN1C[C@@H]2[C@@H]3C(=O)N(Cc4ccccc4)C(=O)[C@@H]3[C@](C)(C1=O)N2C(=O)c1ccc(Br)cc1	8	98	3	0	0	-0.7	-5	0	0.3	-1.7
COc1cccc(-n2ccnc2SCC(=O)N2CCc3ccccc32)c1	16	96	-7	8	-1	-1.6	-2	0	-0.1	0.7
CN1CCN(Cc2oc(CO)cc(=O)c2O)CC1	14	97	12	-6	3	3.9	6	7	0.3	-1.8
O=C(OCC(=O)N1CCCc2ccccc21)c1ccccc1NCCO	9	97	9	5	1	1.3	-7	7	0.0	1.1
COC(=O)C1C2C=CC3(CN(C(C)c4ccc(OC)cc4)C(=O)C13)O2 (stereo not drawn)	-1	94	12	2	0	6.8	-2	5	0.1	0.9
O=c1[nH]c(CSc2ccccn2)nc2ccccc12	6	99	24	0	-7	-4.2	0	4	0.3	0.6
COc1ccc(/C=N/NC(=O)c2cc(C)oc2C)cc1OCc1ccccc1	-2	97	15	-11	1	0.1	-12	0	0.4	-1.3
CC(=O)c1cccc(NC(=O)c2ccc(NS(=O)(=O)c3c(C)noc3C)cc2)c1	2	95	3	-1	0	0.7	1	-4	-0.1	-2.8
CC1CCCCN1CCNC(=O)C1CC(=O)N(c2ccc(F)c(Cl)c2)C1 (stereo not drawn)	-6	103	14	2	-3	0.5	3	-1	0.0	-0.2
Cc1ccc(S(=O)(=O)N(C)C)cc1NC(=S)N(C)C1CCN(C)CC1	-2	103	4	2	1	-0.1	-12	-3	0.0	-1.0
CC1CC(C)CN(S(=O)(=O)c2ccc(C(=O)N(C)Cc3ccccc3)cc2)C1 (stereo not drawn)	-7	102	7	-8	-2	-0.4	-3	1	0.1	-1.9
N#Cc1ccsc1NC(=O)CN1CCN(c2ccccc2O)CC1	1	90	-5	3	-1	-1.9	0	-1	-0.1	-2.0
CC(C)C[C@H]1CN(CCCC[C@@H]2CNC(=O)C(=O)N2CC2CCCCC2)C(=O)C(=O)N1CCc1ccccc1	nt	96	nt	-8	nt	0.2	-5	0	0.3	nt
Cc1nn2c3ccccc3n(C)c2nc1=O	-8	100	5	6	5	0.4	-2	0	0.0	-1.5
O=C(COC(=O)c1ccccc1Nc1ccc(SC(F)F)cc1)NCc1ccco1	-7	92	2	7	-2	1.9	-2	3	0.1	4.3
COc1ccc(N(CC(=O)NC2CCCCC2)C(=O)CCCC(=O)Nc2ccccn2)c(OC)c1	-4	80	3	-2	0	-1.4	-5	-2	2.8	-3.4
N#Cc1ccc(-c2nnnn2-c2ccc3c(c2)OCO3)cc1	2	89	8	4	1	-1.3	-1	-3	1.8	-1.4
O=C(Cn1nc(-c2ccccc2)ccc1=O)NCc1ccc(F)cc1	0	93	-3	-3	2	-0.3	-2	-1	-0.4	-1.8
O=C(NCCO)C(=O)NCC1OCCCN1S(=O)(=O)c1cc(F)ccc1F (stereo not drawn)	-3	103	10	2	1	0.1	7	5	0.1	-1.9
O=C(NC1CCCCC1)c1ccc(NS(=O)(=O)c2cccc3cccnc23)cc1	-4	98	3	-2	-3	-0.3	-2	-4	0.0	-2.0
CCn1cc(C(=O)O)c(=O)c2cc(F)c(N3CCN(S(=O)(=O)c4ccc(NC(=O)OC)cc4)CC3)cc21	-2	98	11	-10	1	5.8	-1	0	1.3	-2.8

The closing 2 records of the section before lead into the next:
SMILES	H9c2 protect	ABCB6 inh MLPCN	MC4R antag cAMP	ABHD5-PLIN5 inh	Glyco luc inh	iPSC survival up	Exocytosis inh	HTR2A ag	aDG glyco up	MC4R ag barr
O=C(NC1CCCCC1)c1ccc(NS(=O)(=O)c2cccc3cccnc23)cc1	-4	98	3	-2	-3	-0.3	-2	-4	0.0	-2.0
CCn1cc(C(=O)O)c(=O)c2cc(F)c(N3CCN(S(=O)(=O)c4ccc(NC(=O)OC)cc4)CC3)cc21	-2	98	11	-10	1	5.8	-1	0	1.3	-2.8
COC(=O)C[C@@H]1CC[C@@H](NC(=O)C2CCC2)[C@@H](CO)O1	nt	nt	nt	6	nt	nt	4	-2	0.2	nt
CCC(=O)N1CCc2cc(S(=O)(=O)CCC(=O)NCCc3ccc(S(N)(=O)=O)cc3)ccc21	2	95	-1	-1	1	0.1	1	5	0.4	-1.5
COc1ccc(S(=O)(=O)N2CCC(C(=O)Oc3ccc(C)cc3)CC2)cc1OC	2	100	11	6	2	-0.4	-4	-5	-0.1	1.4
Cc1cc(C)c2cc(CN(Cc3ccc4c(c3)OCO4)Cc3nnnn3Cc3ccco3)c(=O)[nH]c2c1	8	102	1	5	-2	0.9	-4	0	0.1	0.1
C=CCn1c(CNC(=O)c2ccccc2F)nnc1SCC(=O)N1CCOCC1	1	98	1	5	0	0.1	2	3	-0.2	-1.4
O=C1OCCN1C(=O)[C@H]1[C@H](c2ccccc2)C(c2cccc(Cl)c2)=NN1c1ccc(Br)cc1	4	106	8	-3	3	-1.1	0	0	0.5	0.1
O=C(O)C(=O)/C(=C\c1cccc2ccccc12)c1ccc2ccccc2n1	-2	91	9	2	1	-2.1	4	3	-0.3	-1.5
COC(=O)CNC(c1ccccc1)c1cc(Br)ccc1NC(C)=O (stereo not drawn)	-7	97	10	-5	-1	1.0	-3	-5	1.2	-2.1
COc1ccc(Cl)cc1NS(=O)(=O)c1cccc(C(=O)NCC2(N(C)C)CCCCC2)c1	11	98	6	10	4	-0.3	1	-10	0.1	-2.3
Cc1nn(-c2ccccc2)c(Cl)c1/C=C/C(=O)c1ccc(O)cc1	-26	91	-4	0	22	-0.5	-1	-3	0.3	0.5
Cc1noc(/C=C/c2ccc(-c3ccccc3Cl)o2)c1[N+](=O)[O-]	-6	955	14	0	0	1.6	0	-1	-0.2	2.3
CCCCCn1c(NCc2ccco2)nc2ccccc21	2	102	-2	0	-9	0.4	0	-4	0.2	-0.1

Record cards, from the list above. Order of values: H9c2 protect	ABCB6 inh MLPCN	MC4R antag cAMP	ABHD5-PLIN5 inh	Glyco luc inh	iPSC survival up	Exocytosis inh	HTR2A ag	aDG glyco up	MC4R ag barr
`COc1ccc(S(=O)(=O)N2CCC(C(=O)Oc3ccc(C)cc3)CC2)cc1OC` is listed with 2	100	11	6	2	-0.4	-4	-5	-0.1	1.4
`Cc1noc(/C=C/c2ccc(-c3ccccc3Cl)o2)c1[N+](=O)[O-]` is listed with -6	955	14	0	0	1.6	0	-1	-0.2	2.3
`COc1ccc(Cl)cc1NS(=O)(=O)c1cccc(C(=O)NCC2(N(C)C)CCCCC2)c1` is listed with 11	98	6	10	4	-0.3	1	-10	0.1	-2.3
`COC(=O)CNC(c1ccccc1)c1cc(Br)ccc1NC(C)=O` (stereo not drawn) is listed with -7	97	10	-5	-1	1.0	-3	-5	1.2	-2.1
`O=C1OCCN1C(=O)[C@H]1[C@H](c2ccccc2)C(c2cccc(Cl)c2)=NN1c1ccc(Br)cc1` is listed with 4	106	8	-3	3	-1.1	0	0	0.5	0.1

Arranged by value in MC4R antag cAMP (rising): 3 of the compounds above
mol | MC4R antag cAMP
CCC(=O)N1CCc2cc(S(=O)(=O)CCC(=O)NCCc3ccc(S(N)(=O)=O)cc3)ccc21 | -1
O=C1OCCN1C(=O)[C@H]1[C@H](c2ccccc2)C(c2cccc(Cl)c2)=NN1c1ccc(Br)cc1 | 8
Cc1noc(/C=C/c2ccc(-c3ccccc3Cl)o2)c1[N+](=O)[O-] | 14

Compound activity as filed in PubChem BioAssay.
